# GLP-1R inv ag = qHTS of GLP-1 Receptor Inverse Agonists (Inhibition Mode); Glucagon-like peptide 1 receptor (Homo sapiens), P43220; Potency, µM (series often up to 38.3 µM), inactives show at the highest dose activity change, negative = inhibition, actives largely listed as inhibitors; hit rate 1.6% among 410,000; HEK293 GLP-1R CRE-luciferase, luminescence, 24 h; GLP-1R form is constitutively active; note: potency is the fitted concentration of half-maximal effect; % is set by controls: 0 for no effect and ±100 for the full control effect; nearly all actives have a fitted effect of over 55% in size
#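 Seeding at 200 cells/uL, 12 h culture, 24 hr compound treatment, then luciferase reagent and a luminescence read; cells are HEK293 stably expressing a constitutively active GLP-1R plus cAMP-responsive luciferase.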
# GLP1R ag = qHTS of GLP-1 Receptor Agonists | HEK293 GLP-1R CRE-luciferase, luminescence, 4-6 h; cells express a hypersensitive GLP-1R form | Potency, µM (titrated, usually from 45.6 µM), without a hit: top-dose activation, most hits filed as activators | hit rate 0.007% among 380,000; note: potency is the fitted concentration of half-maximal effect; % of control where 0% means no effect
# EPAC1 antagonist = qHTS for Antagonist of cAMP-regulated guanine nucleotide exchange factor 3 (EPAC1): primary screen; EPAC1 GEF assay, Rap1b-BODIPY-GDP exchange fluorescence; AID 720709, 2013; Rap guanine nucleotide exchange factor 3 (Homo sapiens), O95398; Potency, µM (top dose mostly 115 µM), for the others: at the highest dose activity change, negative = inhibition, usual class: inhibitors; hit rate 0.14% among 360,000;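 note: potency is the fitted concentration of half-maximal effect; plate controls were vehicle for no effect and positive control for full effect; nearly all actives have a fitted effect of over 50% in size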
# GLP1R cytotox = qHTS of GLP-1 Receptor Inverse Agonists: Cytotox Screen; HEK293 cAMP-luciferase reporter cells, luminescence, 24 h; Potency, µM (highest dose often 38.3 µM), without a hit: at the highest dose activity change, negative = inhibition, hits mostly inhibitors; hit rate 0.13% among 410,000; AID 624418, 2012;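 note: loss of luciferase light is scored as toxicity; potency is the fitted concentration of half-maximal effect; % is set by controls: 0 for no effect and ±100 for the full control effect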
#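 Seeding density was 200 cells/uL; after overnight-length (12 h) culture, 23 nL compounds went on for 24 h at 37 °C. Readout used a luciferase detection reagent, luminescence taken after 12 min at room temperature.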
# PLK1 PBD block = qHTS for Inhibitors of PLK1-PDB (polo-like kinase 1 - polo-box domain): Primary Screen | Serine/threonine-protein kinase PLK1 (Homo sapiens), P53350 | hit rate 2.8% among 360,000 | Potency, µM, for inactives: max response, negative = inhibition, hits mostly inhibitors | Plk1 PBD binding of FITC phosphopeptide, fluorescence polarization; note: potency is the fitted concentration of half-maximal effect; series mostly up to about 57 µM; % is set by controls: 0 for no effect and ±100 for the full control effect; nearly all actives have a fitted effect of over 65% in size
# Target sequence (P53350 whole entry, looked up, the tested form may be a part): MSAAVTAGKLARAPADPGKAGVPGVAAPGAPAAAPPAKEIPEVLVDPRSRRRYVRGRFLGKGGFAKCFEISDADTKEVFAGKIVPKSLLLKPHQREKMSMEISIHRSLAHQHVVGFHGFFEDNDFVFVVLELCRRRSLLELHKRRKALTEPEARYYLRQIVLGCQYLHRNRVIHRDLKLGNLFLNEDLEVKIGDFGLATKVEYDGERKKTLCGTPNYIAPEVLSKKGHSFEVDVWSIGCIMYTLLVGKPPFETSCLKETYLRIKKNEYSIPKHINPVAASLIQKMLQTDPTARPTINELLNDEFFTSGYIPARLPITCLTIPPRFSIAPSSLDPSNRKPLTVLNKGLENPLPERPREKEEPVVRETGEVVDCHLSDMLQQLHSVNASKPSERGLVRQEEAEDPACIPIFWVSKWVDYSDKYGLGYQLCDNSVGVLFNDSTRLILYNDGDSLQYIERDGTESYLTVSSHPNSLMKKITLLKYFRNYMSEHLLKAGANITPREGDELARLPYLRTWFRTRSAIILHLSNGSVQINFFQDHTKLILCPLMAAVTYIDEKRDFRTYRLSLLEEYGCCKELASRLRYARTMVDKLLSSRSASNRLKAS
# IL2 activator = qHTS of IL-2 Activators. activation, % (series mostly up to about 46 µM). hit rate 0.065% among 360,000. IL-2 activation reporter assay, cell-based qHTS; stimulated with anti-CD3/CD4/CD28 beads; in transgenic mouse T cells. AID 652025, 2013; in the data active = activation above about 50%; inconclusive = mostly about 30% to 49%; note: 0% is about no effect
#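 First, unstimulated transgenic mouse T cells were exposed to compound for 60 min. Next, anti-CD3/anti-CD4-coated beads with anti-CD28 were added. Finally, after 18 h at 37 degrees C, EGFP and DsRed were imaged.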
# PTHR1 ag = qHTS for PTHR1 Agonists: Primary Screen; Parathyroid hormone/parathyroid hormone-related peptide receptor (Homo sapiens), Q03431; HEK293 GP2 PTHR1 cells, GloSensor cAMP luminescence, 1 h; Potency, µM (doses to about 115 µM), for the others: top-dose activation, hits mostly activators; hit rate 0.075% among 410,000; note: potency is the fitted concentration of half-maximal effect; nearly all actives have a fitted effect of over 55% in size; some results filed as inactive show a strong effect at the top dose; inactives centre near -15; many of its hits are not listed in these tables
#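 HEK-293-derived GP2 cells expressing PTHR1 and a GloSensor cAMP reporter, 3,000/well, plated overnight, given luciferin plus IBMX (each 0.5 mM as added) for 1 h at 37 °C, then compound for 1 h at 37 °C. Luminescence was read after 15 min at room temperature.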
# EPAC1 ag = qHTS for Agonist of cAMP-regulated guanine nucleotide exchange factor 3 (EPAC1): primary screen | Rap guanine nucleotide exchange factor 3 (Homo sapiens), O95398 | EPAC1 agonist qHTS, biochemical assay; response scale: 100% = response to 6.5 mM cAMP | Potency, µM (doses to about 154 µM), for inactives: at the top dose activation, actives largely listed as activators | hit rate 0.073% among 360,000 | AID 720707, 2013; note: potency is the fitted concentration of half-maximal effect; nearly all actives have a fitted effect of over 60% in size
#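 EPAC1 100 nM, Rap1B–BODIPY-GDP 250 nM, unlabeled GDP 50 uM; compound titration; 5 min RT; kinetic read ex480/em540 at 5-min intervals ×30 min; data normalized to 6.5 mM cAMP agonist control.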
# PI5P4K alpha inh = qHTS for Inhibitors of phosphatidylinositol 5-phosphate 4-kinase (PI5P4K); PI5P4Kalpha enzyme, ADP-Glo luminescence, 60 min; active compounds read low; max response, %; hit rate 1.2% among 330,000; AID 652105, 2013; active = max response of -50% or lower; inconclusive = between -30% and -50%; inactive = -30% or higher; note: value at the top dose of about 77 µM; % is set by controls: 0 for no effect and ±100 for the full control effect
# Target sequence (P48426 whole entry, looked up): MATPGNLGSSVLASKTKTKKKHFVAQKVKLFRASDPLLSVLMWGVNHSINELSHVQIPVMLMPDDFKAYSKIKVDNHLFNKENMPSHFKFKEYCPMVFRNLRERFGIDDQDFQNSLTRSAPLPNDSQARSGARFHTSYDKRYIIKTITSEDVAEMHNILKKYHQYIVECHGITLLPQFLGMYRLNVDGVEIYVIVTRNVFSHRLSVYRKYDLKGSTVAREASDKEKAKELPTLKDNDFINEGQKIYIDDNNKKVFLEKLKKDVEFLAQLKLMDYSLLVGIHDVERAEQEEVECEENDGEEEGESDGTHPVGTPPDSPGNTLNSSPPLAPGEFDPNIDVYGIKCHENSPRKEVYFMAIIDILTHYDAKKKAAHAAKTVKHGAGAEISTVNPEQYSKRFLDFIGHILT
#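 PI5P4Kalpha ADP-Glo assay; 5 microM ATP final; 60 min RT reaction; HEPES pH 7.4/EGTA/CHAPS, 5% DMSO; controls lacking substrate or enzyme; luminescent end-point.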
# Starred values were filed as active, the others as inactive; i = inactive; ? = inconclusive; . = no result given; [ ] = dose if it differs, or a comment. Unless noted, calls come from the whole dose curve; as a rule, active = well fitted curve in the direction sought with a large enough effect; inconclusive = small, poorly fitted or top-dose-only effect, or another doubt; inactive = no such curve, though single readings can be large; an effect the other way counts as inactive or inconclusive.
nr	SMILES	GLP-1R inv ag	GLP1R ag	EPAC1 antagonist	GLP1R cytotox	PLK1 PBD block	IL2 activator	PTHR1 ag	EPAC1 ag	PI5P4K alpha inh
1	CCN(CC)CCCN1C(=O)C(=O)/C(=C(/O)c2ccccc2)C1c1cc(OC)ccc1OC (stereo not given)	12%	-1%	3%	-11%	-3%	0.2	-32%	7%	1
2	Cc1cc(OCC(=O)Nc2ccccc2N2CCCC2)ccc1C(C)C	11µM*	25%	-9%	18%	1%	-6.7	i	1%	1
3	Cc1ccc(SCc2cc(=O)[nH]c(Nc3nc(C)c4cccc(C)c4n3)n2)cc1	-9%	0%	-12%	22%	-3%	2.6	i	-4%	.
4	Nn1c(SC/C=C/c2ccccc2)nnc1-c1ccccn1	-3%	10%	6%	6%	-21%	-1.2	-2%	-5%	.
5	Cc1c(/C=N/O)c2ccccn2c1C=O	56%[activator]	-2%	7%	-6%	1%	-4.1	i	-9%	3
6	O=S(=O)(c1ccccc1)N1CCN=C1SCc1ccccc1	?	14%	-13%	0%	-10%	-0.9	i	17%	6
7	COc1cc(/C=N/Nc2nc3ccccc3[nH]c2=O)ccc1O	15%	5%	?	-6%	-16%	1.8	i	10%	-4
8	Cc1ccccc1/C=C/C(=O)NCC(=O)N1CCC(N(C)C2CCCCC2C)CC1 (stereo not given)	-13%	-1%	2%	-5%	-14%	-3.6	?	1%	4
9	COC(=O)C1=C(C)N(CCc2ccc(OC)c(OC)c2)C(=O)/C1=C\c1ccc(O)cc1	0%	3%	-11%	8%	-21%	0.0	-29%	1%	3
10	COCCNC(=O)C(c1ccc(C)cc1)N(C(=O)CCC(=O)Nc1ccccn1)c1cccc(C)c1 (stereo not given)	?	1%	16%	-6%	-14%	0.8	i	-7%	-7
11	CC(C)[C@H](NC(=O)N1CCn2c1nc1ccccc12)C(=O)NCCc1ccccc1	?	-3%	10%	-23%	-6%	-0.3	i	-4%	11
12	O=C(CN1CCC(O)CC1)N1c2ccccc2C=Cc2ccccc21	-6%	0%	-3%	-2%	-1%	-2.3	-10%	6%	-3
13	O=C(NCCN1CCC(n2c(=O)[nH]c3ccccc32)CC1)c1ccc(Cl)c(Cl)c1	?	-10%	-15%	-20%	-2%	-0.1	-30%	-5%	-2
14	CCOC(=O)N1CCN(S(=O)(=O)c2ccc(C(=O)Nc3nnc(CSC)o3)cc2)CC1	11%	0%	-6%	-1%	-4%	-2.1	i	-3%	7
15	COc1ccc(C(C)(C)C)cc1NC(=O)c1ccoc1C	-35%	6%	12%	2%	-7%	-4.3	i	14%	.
16	COC(=O)c1ccccc1NC=C1C(=O)OC2(CCCCC2)OC1=O	-7%	3%	9%	1%	4.2µM*	-0.2	-8%[57.5 µM]	-7%	-1
17	CC/C(=N\NC(=O)OC)c1ccc(OC(F)F)cc1	0%	-1%	-5%	4%	-13%	-0.3	-15%	3%	-3
18	CC1Cc2cc(/C(O)=C3/C(=O)C(=O)N(CCCn4ccnc4)C3c3cccc([N+](=O)[O-])c3)ccc2O1 (stereo not given)	18%	2%	-1%	-10%	-14%	1.6	6%	7%	5
19	O=C1C=C(NCc2ccco2)CC(c2ccc(Cl)cc2)C1 (stereo not given)	-29%	-4%	-4%	-20%	-10%	-0.3	0%[57.5 µM]	-8%	-17
20	O=C(CN1C(=O)NC2(CCCc3ccccc32)C1=O)Nc1cc(F)ccc1F (stereo not given)	-29%	0%	6%	-2%	0%	-2.5	-18%	-3%	5
21	Nc1[nH]nc2nc(-c3ccccc3)[nH]c(=O)c12	20%	-6%	5%	11%	2%	-1.5	i	-9%	-27
22	CN(Cc1ccccc1)c1ccc([N+](=O)[O-])cc1C(=O)O	3%	-2%	-14%	-16%	-11%	-1.6	-5%	9%	6
23	Cc1ccc(NC(=O)NC(=O)N(C(C)C)S(C)(=O)=O)nc1	0%	0%	7%	16%	-3%	-3.1	-19%	-2%	2
24	OC1CCCN(Cc2cccc3ccccc23)C1 (stereo not given)	0%	-8%	14%	4%	1%	-2.8	i	-6%	1

# Results in PTHR1 ag and EPAC1 antagonist (two entries from above):
entry	smiles	PTHR1 ag	EPAC1 antagonist
13	O=C(NCCN1CCC(n2c(=O)[nH]c3ccccc32)CC1)c1ccc(Cl)c(Cl)c1	-30%	-15%
24	OC1CCCN(Cc2cccc3ccccc23)C1 (stereo not given)	i	14%

# New compounds follow:
nr	SMILES	GLP-1R inv ag	GLP1R ag	EPAC1 antagonist	GLP1R cytotox	PLK1 PBD block	IL2 activator	PTHR1 ag	EPAC1 ag	PI5P4K alpha inh
25	O=C(O)CCn1c(=O)oc2cc(S(=O)(=O)N3CCCC3)ccc21	1%	-5%	-4%	6%	-7%	-0.7	-17%	7%	6
26	COC(=O)c1cc2c(cc1Cl)SC(=NCCCN1CCOCC1)NS2(=O)=O	6%	5%	8%	6%	-13%	-1.4	i	4%	-24
27	Cc1cccc(C)c1C(O)c1ncc(-c2ccccc2F)[nH]1 (stereo not given)	2%	-2%	-16%	5%	-3%	-0.2	i	-2%	-3
28	O=C(CCNC(=O)N1CCn2c1nc1ccccc12)NCc1ccc(Cl)cc1	-43%	-1%	1%	-10%	?	3.5	-57%[inhibitor]	5%	-3
29	Nc1nonc1C(=O)NCCNc1ccc([N+](=O)[O-])cc1	7%	2%	-2%	-23%	-9%	0.6	i	7%	-2
30	CCC(C)NS(=O)(=O)c1ccc(S(=O)(=O)Nc2cc3c(cc2C(C)=O)OCO3)cc1 (stereo not given)	-2%	0%	0%	0%	-8%	-0.9	-8%[57.5 µM]	17%	.
31	COc1ccc(C)cc1NC(=O)Nc1cccc(C)c1	?	-4%	0%	-12%	-3%	1.3	5%	7%	-9
32	CC(NC(=O)C1CCC(C(=O)NC(C)c2ccccc2)CC1)c1ccccc1 (stereo not given)	21%	-1%	10%	8%	-2%	-0.3	-40%[inhibitor]	5%	1
33	Cc1cccc(C)c1N1C(=O)CC(N2CCN(S(=O)(=O)c3ccccc3F)CC2)C1=O (stereo not given)	-12%	5%	-11%	3%	-9%	-0.6	i	4%	-27
34	CCn1c(C)nc2cc(C(=O)NNC(=O)c3ccc(Cl)nc3)ccc21	9%	5%	-7%	2%	-3%	0.4	i	2%	14
35	O=C(C1=NOC2(C1)C(=O)N(Cc1ccccc1)c1ccccc12)N1CCOCC1 (stereo not given)	-6%	11%	-4%	-3%	-6%	-0.9	-62%[inhibitor]	5%	-1
36	CCCCCOC(=O)c1ccccc1C(=O)O	4%	3%	18%	1%	-5%	-0.7	i	3%	0
37	O=C(CN1CCC(n2nnc3cc(F)ccc32)CC1)NCCc1ccccc1	21%	4%	-6%	5%	-8%	0.3	-18%	-11%	6
38	O=C(CCC(=O)Nc1nnc(C2CCCCC2)s1)NCc1cccs1	0%	-17%	-6%	2%	-14%	0.8	-13%[57.5 µM]	2%	-2
39	CC(NC(=O)COC(=O)CN1C(=O)NC2(CCCC2)C1=O)c1ccc(F)cc1 (stereo not given)	4%	4%	13%	-4%	-2%	-3.9	-20%	1%	-24
40	O=C(/C(=N/N=C/c1ccc(O)c(O)c1O)c1ccccc1)c1ccccc1	?	-4%	?	?	7.5µM*	0.2	-33%	16%	-65*
41	COC(=O)c1cccnc1-n1c(=O)c2cccnc2n(Cc2cccc([N+](=O)[O-])c2)c1=O	19%	14%	-8%	6%	-10%	1.8	i	4%	2
42	CN(CC(=O)Nc1cccc(F)c1)C(=O)CC1CC2CCC1C2 (stereo not given)	?	1%	-4%	-2%	2%	-4.9	-15%	-13%	-1
43	O=C(COC(=O)c1ccc(F)c(S(=O)(=O)N2CCOCC2)c1)c1ccccc1	17%	-5%	9%	2%	-1%	1.1	-96%[inhibitor]	12%	-3
44	COC(=O)c1ccc(C(=O)Nc2cc(Cl)ccc2Cl)cc1NC(=O)c1ccccc1C	0%	7%	-13%	15%	-8%	-1.0	?	9%	.
45	Cc1noc(C)c1C(=O)NCCC1=CCCCC1	21%	-8%	1%	11%	-9%	2.3	1%	9%	.
46	COC(=O)Cc1nc2ccccc2[nH]1	38%	5%	-13%	141%[activator]	-8%	0.4	i	0%	1
47	Cc1ccc(C(=O)OCC(=O)Nc2ccc(C(N)=O)cc2)s1	54%[activator]	-2%	15%	32%[activator]	-2%	1.7	-4%	-17%	-5
48	CCCCC[C@H](C)N1C[C@H](COCc2ccccc2)Oc2cc(N3CC[C@@H](N(C)C)C3)ccc2S1(=O)=O	?	-3%	-25%	?	1%	-1.3	-69%[inhibitor]	-19%	21
49	CCOC(=O)c1c(C)n(-c2ccccc2)c2ccc(O)c(CN(C)C)c12	8.9µM*	8%	-1%	-9%	-10%	0.0	i	3%	1
50	Cc1cccc(C(=O)NC(=S)Nc2c(C)n(C)n(-c3ccccc3)c2=O)c1	18%	11%	?	-2%	?	-0.3	-15%	-16%	1
51	CCCCCCS(=O)[C@H]1CS(=O)(=O)C[C@@H]1S(=O)CCCCCC (stereo not given in full)	29%	-2%	-1%	9%	12µM*	-0.1	i	-2%	-11
52	O=C(CN1CCCCC1)Nc1ccccc1Oc1ccccc1	?	28%	11%	7%	-2%	-3.5	i	1%	8
53	CC(=O)N[C@@H](Cc1c[nH]c2ccccc12)C(=O)OCC(=O)Nc1ccc2c(c1)OCO2	6%	7%	-12%	-6%	2%	-0.5	i	-8%	3

# Bioassay records deposited in PubChem by National Center for Advancing Translational Sciences (NCATS).

# An excerpt. The share of hits here may be higher or lower than overall.
